Compound activity from PubChem.
Giardia kill = Giardia lamblia killing; Giardia lamblia trophozoite viability; activity change, % at 7.66 µM, hits read low; 340,000 tested, 0.15% active; in the data active = activity change below about -80%; inconclusive = between about -30% and that limit;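 also: parasites exposed to compound for two days anaerobically before the ATP read; % is scaled to controls: 0 for no effect and ±100 for the full control effect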
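Giardia lamblia trophozoites (100 cells/well) were incubated with compounds for 48 h at 37 deg C under anaerobic conditions. Viability was read as ATP content by one-step luminescence after 15-30 min at room temperature.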
B2AR arrestin = beta2AR (human) beta-arrestin recruitment activity | Potency, µM (titrated, usually from 46.1 µM), for the others: at the top dose activation, usual class: activators | beta-arrestin recruitment to beta2AR, cell-based reporter | 330,000 tested, 0.02% active | P07550;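 also: potency is read from the fitted curve at half-maximal effect; 0% = DMSO controls and full agonism = EC100 isoproterenol or metaproterenol; nearly all actives have a fitted effect of over 65% in size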
GALK inhibitor = galactokinase (human) inhibition | P51570 | Purified GALK, Kinase-Glo residual ATP luminescence | Potency, µM (highest dose often 57.5 µM), for inactives: at the highest dose activity change, negative = inhibition, most hits filed as inhibitors | 270,000 tested, 0.007% active | AID 1868; also: potency is read from the fitted curve at half-maximal effect; % is scaled to controls: 0 for no effect and ±100 for the full control effect
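GALK at 5 nM final was combined with compound, 35 uM ATP and 100 uM galactose in HEPES pH8.0 with MgCl2 and DTT. The reaction ran one hour at room temperature before luminescent ATP detection.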
USP2a inh = USP2a (human) protease inhibition | 330,000 tested, 0.01% active | USP2 core, Ub-CHOP2 coupled fluorogenic reporter, 485/531 | AID 463254 | Potency, µM (series often up to 38.3 µM), for inactives: top-dose activity change, negative = inhibition, actives largely listed as inhibitors | O75604;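 also: potency is read from the fitted curve at half-maximal effect; plate controls were DMSO wells for no effect and full inhibition by NEM control for full effect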
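Deubiquitinase activity read as fluorescence (485/531 nm) after Ub-CHOP2 cleavage activates the enterokinase reporter on its substrate; USP2 core 10nM, Ub-CHOP2 and substrate 25nM each, 30min compound preincubation then 60min RT; data normalized to NEM, curves fitted.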
Coupling enz = coupling enzyme interference in Giardia aldolase counter-screen | coupling enzyme system counterscreen, AmpLite Red fluorescence | activity change, negative = inhibition, % at 58.2 µM, hits read low | 290,000 tested, 0.67% active | AID 2472; in the data active = activity change below about -30%; also: % is scaled to controls: 0 for no effect and ±100 for the full control effect
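Activity here indicates interference with the coupling reaction, not aldolase inhibition. Compounds at 57.5 uM final met coupling enzymes for 10 min at RT; substrate and AmpLite Red detection followed, with a 525/598 nm fluorescence read after 20 min.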
KCNH2 3.1 inh = KCNH2 3.1 (human) potassium channel inhibition. 340,000 tested, 0.95% active. U2OS KCNH2 3.1, thallium flux FluxOr; active compounds read low. activity change, % (tested at about 1.8 µM);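 active = maximum activity change below -70%; inconclusive = maximum activity change from -70% to -50%; inactive = maximum activity change above -50%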;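 also: thallium influx rate constant from kinetic fluorescence after stimulation buffer; % is scaled to controls: 0 for no effect and ±100 for the full control effect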
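Virally transduced U2OS (3.1 isoform, 4 h infection in dark at RT) → overnight 37 C → FluxOr + Red40 in HBSS/HEPES, 45 min → stimulation buffer, 2 min kinetic read → rate constant vs DMSO controls.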
hERG WT inh = blocks the wildtype human KCNH2 potassium channel; Q12809; U2OS, BacMam KCNH2, thallium flux FluxOr; active compounds read low; activity change, % at 1.84 µM; 340,000 tested, 0.37% active;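 active = maximum activity change below -70%; inconclusive = maximum activity change between -70% and -50%; inactive = maximum activity change above -50%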; also: % is scaled to controls: 0 for no effect and ±100 for the full control effect
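U2OS cells were transduced with wild-type KCNH2 virus (2.03 x 10^8 / mL) for 4 h at room temperature, then cultured overnight at 37 C. Thallium flux was read with FluxOr dye. Rate constants were normalized to DMSO controls.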
CXXC DNA block = inhibitors of human MLL CXXC domain-DNA interaction; MLL-CXXC / FITC-HOXA9 DNA fluorescence polarization; Potency, µM (doses to about 115 µM), without a hit: top-dose activity change, negative = inhibition, actives largely listed as inhibitors; Q03164; 290,000 tested, 0.037% active; active = well fitted inhibition curve with a large enough effect in the polarisation, with a control signal flat, not every such curve was filed as active; inconclusive = small, poorly fitted or top-dose-only effect, or effect the other way, or a change in a side signal; inactive = no such curve, though single readings can be large or run the other way; the % refers to the polarisation; also: potency is read from the fitted curve at half-maximal effect
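Steps: dispense CXXC domain solution (7 uM) → pin compounds or unlabeled HOX-A9 DNA control → 5 min ambient → add FLSN-HOX-A9 solution (50 nM) → spin → 30 min ambient → fluorescence polarization. Tris pH 7.5/NaCl/DTT/BSA buffer.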
Menin-MLL TR inh = menin-MLL binding inhibition, Texas Red mutant peptide. Menin + Texas Red MLL mutant peptide, fluorescence polarization. 270,000 tested, 0.23% active. Potency, µM (doses to about 61.6 µM), for inactives: at the highest dose FP activity change, negative = inhibition, actives largely listed as inhibitors; active = well fitted inhibition curve with a large enough effect in the polarisation, with a control signal flat, not every such curve was filed as active; inconclusive = small, poorly fitted or top-dose-only effect, or effect the other way, or a change in a side signal; inactive = no such curve, though single readings can be large or run the other way; the % refers to the polarisation; also: potency is read from the fitted curve at half-maximal effect; % of control where 0% means no effect; many of its hits are not listed in these tables
PKM2 activator = activators of human pyruvate kinase M2 | purified PKM2, Kinase-Glo ATP luminescence, activation; response scale: 0% is enzyme alone, no compound | Potency, µM (top dose mostly 57.5 µM), without a hit: top-dose activation, hits mostly activators | AID 1631 | 260,000 tested, 0.34% active | P14618; also: potency is read from the fitted curve at half-maximal effect; % is scaled to controls: 0 for no effect and ±100 for the full control effect; nearly all actives have a fitted effect of over 55% in size
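Kinase-Glo luminescence reports ATP generated from ADP (0.1 mM) and PEP (0.5 mM) by purified hPK-M2 after 1 h at room temperature, pH 7.2 imidazole buffer; intermediate enzyme activity allows detecting inhibitors and activators.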
TRPV1 ag = activates the human vanilloid receptor TRPV1; TRPV1-expressing cells, Fluo-8 calcium influx, agonist mode; Q8NER1; AID 540275; 320,000 tested, 0.19% active; activation, % at 8.33 µM; in the data active = activation above about 80%; inconclusive = between about 30% and that limit; also: 0% is about no effect
Target sequence (Q8NER1 whole entry, looked up): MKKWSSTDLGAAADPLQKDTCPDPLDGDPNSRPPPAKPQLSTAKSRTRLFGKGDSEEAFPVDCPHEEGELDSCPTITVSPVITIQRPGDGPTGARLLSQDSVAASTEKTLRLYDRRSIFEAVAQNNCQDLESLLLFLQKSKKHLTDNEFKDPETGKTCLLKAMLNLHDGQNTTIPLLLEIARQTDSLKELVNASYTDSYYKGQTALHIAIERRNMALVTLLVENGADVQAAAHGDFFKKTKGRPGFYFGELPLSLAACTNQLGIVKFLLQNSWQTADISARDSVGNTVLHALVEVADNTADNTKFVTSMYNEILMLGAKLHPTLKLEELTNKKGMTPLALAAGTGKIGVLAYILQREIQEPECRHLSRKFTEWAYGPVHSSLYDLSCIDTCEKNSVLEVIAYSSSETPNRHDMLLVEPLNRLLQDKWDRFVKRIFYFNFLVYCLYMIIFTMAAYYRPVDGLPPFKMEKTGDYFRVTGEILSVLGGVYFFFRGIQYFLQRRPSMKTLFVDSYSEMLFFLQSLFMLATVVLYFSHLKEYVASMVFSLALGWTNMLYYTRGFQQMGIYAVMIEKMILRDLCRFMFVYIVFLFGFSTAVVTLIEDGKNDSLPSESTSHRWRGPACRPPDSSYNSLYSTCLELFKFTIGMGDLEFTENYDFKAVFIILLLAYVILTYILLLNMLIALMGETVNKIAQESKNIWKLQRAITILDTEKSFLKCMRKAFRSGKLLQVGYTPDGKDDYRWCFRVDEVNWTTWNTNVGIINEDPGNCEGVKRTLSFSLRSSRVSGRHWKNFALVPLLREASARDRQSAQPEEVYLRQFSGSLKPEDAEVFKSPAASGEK
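TRPV1-expressing cells were cultured overnight at 35.5C and loaded with Fluo-8 calcium dye for 40 to 90 min at room temperature. After a 10 s baseline, compound was added and calcium influx was read kinetically for 3 min (ex 480/em 520 nm).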
* hit, by the source's call; i = inactive; ? = inconclusive; nt = no result given; [ ] = dose if it differs, or a comment. Unless noted, calls follow the shape of the dose curve; as a rule, active = well fitted curve in the direction sought with a large enough effect; inconclusive = small, poorly fitted or top-dose-only effect, or another doubt; inactive = no such curve, though single readings can be large; an effect the other way counts as inactive or inconclusive. A portion of the library, so the mix of outcomes need not match the whole.

SMILES	Giardia kill	B2AR arrestin	GALK inhibitor	USP2a inh	Coupling enz	KCNH2 3.1 inh	hERG WT inh	CXXC DNA block	Menin-MLL TR inh	PKM2 activator	TRPV1 ag
CCCCN(C(=O)CSc1nnc(-c2ccccc2)o1)c1c(N)n(CCC)c(=O)[nH]c1=O	6	-0.1%	nt	2%	nt	7	1	nt	nt	nt	-1
CCN(C(=O)/C=C/c1ccc(OC)cc1)C1CCS(=O)(=O)C1 (stereo not given)	-1	-0.2%	nt	1%	nt	13	-6	nt	nt	nt	2
CC(NC(=O)c1ccccc1SCC(=O)N1CCCC1)c1ccccc1 (stereo not given)	-11	0.3%	nt	1%	nt	11	-16	nt	nt	nt	-1
COc1ccc(Cc2nnc(SC)[nH]c2=O)cc1OC	18	7.0%	3%	0%	8	-7	-7	-1%	3%	-2%	0
CCNc1nc(NCC)nc(ON=C(C)C)n1	nt	0.1%	-3%	-1%	nt	nt	nt	1%	1%	0%	-2
CCOc1ccc(/C=N/Nc2cc(=O)n(C)c(=O)n2C)cc1	-14	-0.3%	2%	0%	-6	-4	-2	-3%	3%	-11%	-5
COc1ccc(NC(=O)CSc2nccn2Cc2ccc(F)cc2)c(OC)c1	2	-0.2%	1%	0%	nt	-13	6	18%	nt	-1%	-1
CCOc1ccc(CCNC(=O)c2ccccc2OCc2c(C)noc2C)cc1OCC	-6	0.6%	nt	2%	nt	-17	-2	nt	nt	nt	5
CC1Cc2ccccc2N1C(=O)Cn1nnc(-c2ccccc2NC(=O)C2CCC2)n1 (stereo not given)	17	-0.8%	-5%	-9%	0	0	-1	-4%	6%	-5%	1
CCOC(=O)c1ccccc1NC(=O)COC(=O)CCC(=O)c1ccc(C)cc1	-2	-0.4%	nt	0%	nt	3	7	nt	nt	nt	11
O=C(NC1CCS(=O)(=O)C1)C1CCCC1 (stereo not given)	7	-0.1%	nt	-1%	nt	-4	-13	nt	nt	nt	1
COc1ccccc1Cn1c(=S)[nH]c2cc(C(=O)NCCCN3CCOCC3)ccc2c1=O	-8	-0.9%	-22%	1%	1	3	6	-7%	16%	2%[0.46 µM]	-2
COCCN(C(=O)/C=C/c1ccccc1)c1nnc(-c2cccnc2)s1	-2	0.2%	1%	0%	0	-27	-2	2%	-4%	-13%	-1
COC(=O)c1cc(=O)c2ccc(OC)cc2o1	2	-1.6%	8%	3%	0	16	3	20%	0%	-2%	1
O=C(COc1ccc([N+](=O)[O-])cc1)Nc1ccc(C(=O)Nc2ccccc2C(=O)O)cc1	-8	-0.3%	4%	-4%	7	11	nt	4%	?	-14%	-1
O=S(=O)(NC1CCCCC1)c1cccc2nsnc12	24	-0.2%	-2%	4%	2	-1	-6	-6%	-15%	-3%	-1
Cn1nc(-c2ccc(Cl)cc2)c2cc(C(=O)N3CCCC3)sc21	9	0.1%	0%	2%	2	-209*	-143*	-9%	7%[11.7 µM]	-3%	nt
O=C(Cn1cnc2scc(-c3ccc(F)cc3)c2c1=O)NCC(c1ccco1)N1CCCC1 (stereo not given)	-4	0.1%	nt	0%	nt	-11	28	nt	nt	nt	1
Cc1ccc2nc(-c3ccc(NC(=O)CSc4ccccc4)cc3)[nH]c2c1	0	-0.3%	-1%	-1%	2	-37	13	57%[activator]	-17%	2%	-14
Cn1c(SCC(N)=O)nnc1-c1cnccn1	-7	0.5%	5%	0%	3	-6	nt	2%	-2%	-5%	-3
CCOCCCNC(=S)N1CCC(NC(=O)c2ccco2)CC1	0	-0.2%	1%	4%	1	-8	-5	1%	10%	1%	1
Cc1ccc(N=Cc2nc(-c3ccco3)oc2O)cc1	-14	0.5%	10%	1%	-1	4	-18	20%	?	-4%	?
CN(CCC1CCOCC1)C(=O)c1cc(COc2c(F)cccc2F)on1	-12	-0.2%	-5%	2%	nt	4	-2	20%	nt	nt	?
C[C@@H]1CC(=O)[C@H]2CC(CO)=CCC[C@@H]2[C@@]1(C)CC/C(=C/CO)CO	4	-0.3%	nt	0%	nt	-4	-1	nt	nt	nt	-3
CCOC(=O)Cn1c(=NC(=O)CSC(C)=O)sc2cc(F)ccc21	11	-0.5%	-1%	0%	0	4	-11	3%	1%	1%	?

Carrying on:
SMILES	Giardia kill	B2AR arrestin	GALK inhibitor	USP2a inh	Coupling enz	KCNH2 3.1 inh	hERG WT inh	CXXC DNA block	Menin-MLL TR inh	PKM2 activator	TRPV1 ag
CC(C)CN1CCN(Cc2nc3ccccc3s2)CC1CCO (stereo not given)	5	-0.5%	3%	1%	0	15	8	0%	-3%	-1%	2
CCOc1ccc(C(C#N)N2CCOCC2)cc1OC (stereo not given)	-4	-0.1%	-2%	-10%	3	26	9	-13%	?	3%	4
COc1ccc(OC)c(S(=O)(=O)Nc2ccc3oc4c(c3c2)C(=O)CCC4)c1	12	0.2%	0%	4%	0	3	-7	8%	-14%	1%	-1
COC(=O)CCC(=O)c1oc2ccc(Cl)cc2c1NC(=O)CCCN1C(=O)c2ccccc2C1=O	-10	-1.0%	-1%	0%	1	10	-2	0%	nt	-8%	nt
COc1ccc(Nc2nc3ccccc3nc2-n2nc(C)cc2C)cc1	-3	0.0%	0%	21%	0	10	1	4%	?	3%	-1
Cc1nn(-c2ccccc2)c(C)c1NC(=O)COC(=O)/C=C/c1ccccc1	-2	0.5%	nt	0%	nt	-5	-1	nt	nt	nt	-4
S=c1[nH]nc(C2CCCCC2)n1/N=C/c1ccccc1	19	0.3%	-4%	-2%	0	8	-6	-12%	5%	nt	14
COc1ccc(C(C)=O)cc1CSc1ncccn1	-7	0.1%	10%	5%	4	0	i	-7%	-2%	-2%	2
C#CC(CC)(CC)NC(=O)c1nn(-c2ccccc2Cl)c(C)cc1=O	8	-0.9%	7%	1%	3	5	5	31%	?	1%	0
CCOC(=O)CNC(=O)CSc1ncnc2c1cnn2-c1ccc(Cl)cc1	18	0.4%	0%	3%	1	-13	11	-21%	11%	-2%	1
COc1ccc(CCNC(=O)c2ccc3c(c2)N(Cc2ccccc2)CCS3)cc1OC	-8	0.5%	-4%	-12%	nt	-4	-1	3%	nt	nt	15
Cc1nnc(NC(=O)c2ccc(C)c(S(=O)(=O)N3CCCCCC3)c2)s1	-8	0.0%	0%	0%	8	6	-10	-19%	-10%	-9%	3
CCCn1c(CCC(=O)O)nc2cc(S(=O)(=O)N(CC)CC)ccc21	-1	-0.6%	-3%	8%	4	10	-7	4%	nt	-2%	-5
CC(=O)c1ccc(N2C(=O)NC3(CCCCC3)C2=O)cc1	10	-0.1%	-2%	0%	5	17	7	-5%	20%	1%	1
O=[N+]([O-])c1ccc(N/N=C/c2ccc[nH]2)cc1	0	0.2%	2%	-9%	-5	-5	-18	17%	?	-8%	0
Cc1ccc(S(=O)(=O)N(CC(=O)NCC2CCCO2)C2CCCCC2)cc1 (stereo not given)	28	0.4%	1%	-1%	-1	-6	-4	3%	-5%	-17%	3
Nc1nnc(COc2cccc(C(F)(F)F)c2)s1	-8	-0.6%	6%	1%	1	-21	-22	-3%	8%	?	-2
Cc1nc(OCc2ccccc2)c2ccccc2n1	2	-0.1%	-1%	-3%	3	-2	3	0%	-10%	13%	-9
Cc1nc(-c2ccccc2)sc1C(=O)/C=C/N(C)C	-1	-0.3%	4%	-5%	10	-20	nt	50%[activator]	-18%	-5%	7
Nc1ccc2c(c1)N=[N+]([O-])c1cc(N)ccc1C2	-7	9.6%	-3%	10%	-2	3	2	32%[activator]	?	8%	-3
CC(C(=O)Nc1sccc1C(N)=O)N1C(=O)C2CC=CCC2C1=O (stereo not given)	-10	-0.1%	0%	0%	-6	10	-1	7%	-1%	7%	0
CC1Cc2ccccc2N1S(=O)(=O)c1cccc(C(=O)NCc2ccccn2)c1 (stereo not given)	-13	0.3%	nt	0%	nt	-13	-22	nt	nt	nt	?
CCN1CCN(C(=O)c2nn(C)c3c2CS(=O)(=O)c2ccccc2-3)CC1	4	0.0%	8%	0%	-1	18	-4	7%	3%	-8%[0.46 µM]	0
O=C1c2ccc([N+](=O)[O-])cc2C(=O)N1c1c[nH]c(=O)[nH]c1=O	-23	0.1%	13%	0%	-6	-13	8	-7%	8%	-2%	0
C/C(=N\NC(=O)C1CC1)c1ccc2c(c1)OCCO2	0	-0.8%	-3%	5%	1	-15	-8	-1%	4%	-2%	2
N#C/C(=C\c1ccc(O)cc1)C(=O)NCc1cccc(Cl)c1	-16	-0.5%	1%	1%	31	24	-13	1%	26%	nt	1
CCO[C@H]1OC(C(=O)NCc2ccccc2)=C[C@@H](c2ccc(Br)cc2)[C@@H]1CCCO	-27	-0.6%	-5%	0%	6	14	0	-13%	1%	0%	20
CCCCN(C)CCC(=O)Nc1ccc(C)cc1	7	-0.2%	1%	2%	-3	-14	2	?	-2%	-11%	-3
